NCI-60 one-dose screen, 48 h, at 10 µM unless noted. Numbers give growth in % (100 = growth as untreated, 0 = no growth, -100 = all killed).
HOP-92 – HOP-92 NSCLC cells; AID 1794738; 71,000 compounds, 6.3% hits
HOP-62 – HOP-62 NSCLC. 80,000 compounds, 3.9% hits
SK-MEL-5 – SK-MEL-5 melanoma; 80,000 compounds, 6.4% hits
LOX IMVI – LOX IMVI melanoma; 79,000 compounds, 7.4% hits
A549/ATCC – A549/ATCC NSCLC. AID 1794740. 81,000 compounds, 3.7% hits
CCRF-CEM – CCRF-CEM leukemia; 77,000 compounds, 7% hits; AID 1794778
M14 – M14 melanoma. 80,000 compounds, 6.2% hits. AID 1794745
EKVX – EKVX NSCLC; 71,000 compounds, 3% hits
An asterisk follows results filed as active; & = joins results of further samples. The calls were made as follows: active = growth percent below 10; inactive = the rest.

What do the screens show for `COc1ccc(-c2nc(C#N)c(NCC(c3ccco3)N3CCCC3)o2)cc1` (stereo not drawn)?
HOP-92: 58; HOP-62: 47; SK-MEL-5: 25; LOX IMVI: 41; A549/ATCC: 44; CCRF-CEM: 18; M14: 13; EKVX: 54

How did COc1cccc(C2C(C#N)=C(N)Oc3cc(N)ccc32)c1 (stereo not drawn) do in these assays?
HOP-92: 37; HOP-62: 45; SK-MEL-5: 22; LOX IMVI: 44; A549/ATCC: 20; CCRF-CEM: 11; M14: 11; EKVX: 56

What do the screens show for `COC(=O)C(=CC(Br)C(Br)c1ccccc1)C(=O)OC` (stereo not drawn)?
HOP-62: 103; SK-MEL-5: 112; LOX IMVI: 100; A549/ATCC: 98; CCRF-CEM: 103; M14: 97; EKVX: 120

What do the screens show for `C=CCOc1c(Cl)c(Cl)c(Cl)c(Cl)c1Cl`?
HOP-92: 109; HOP-62: 102; SK-MEL-5: 101; LOX IMVI: 95; A549/ATCC: 94; M14: 103; EKVX: 106

Results for Clc1ccc(/C=C2\CCCC3C2=Nc2ccccc2NC3c2ccc(Cl)cc2)cc1 (stereo not drawn) ?
HOP-92: 61; HOP-62: 122; SK-MEL-5: 89; LOX IMVI: -28*; A549/ATCC: 79; CCRF-CEM: 76; M14: 29; EKVX: 89

How did COc1ccc(Cc2nn(CC(=O)N/N=C/c3ccc(F)cc3)c(=O)c3c(C)noc23)cc1 do in these assays?
HOP-92: -21*; HOP-62: -53*; SK-MEL-5: 82; LOX IMVI: 29; A549/ATCC: 14; CCRF-CEM: 70; M14: 51; EKVX: 30

How did Nc1ncnc(NC2CCCCC2)n1 do in these assays?
HOP-62: 104; SK-MEL-5: 104; LOX IMVI: 100; M14: 109

What do the screens show for `CC1=NNC(=O)/C1=C/c1ccccc1Cl`?
HOP-92: 96; HOP-62: 110; SK-MEL-5: 102; LOX IMVI: 104; A549/ATCC: 106; M14: 105; EKVX: 105

Results for COc1ccc(CCNC(=O)C(Cl)Cl)cc1 ?
HOP-92: 113; HOP-62: 101; SK-MEL-5: 100; LOX IMVI: 97; A549/ATCC: 101; CCRF-CEM: 111; M14: 105; EKVX: 103

What do the screens show for `CCOC(=O)c1coc(C(=O)OCC)c1C(=O)OCC`?
HOP-62: 119; SK-MEL-5: 108; LOX IMVI: 108; A549/ATCC: 108; CCRF-CEM: 112; M14: 120; EKVX: 100

How did CCOC(=O)C1=CC(=O)CC(C)(C)O1 do in these assays?
HOP-92: 97&94; HOP-62: 107&109; SK-MEL-5: 112; LOX IMVI: 107&103; A549/ATCC: 82&119; CCRF-CEM: 104&90; M14: 112&100; EKVX: 126&104

How did CCCCN(CCO)C(=O)c1ccc([N+](=O)[O-])cc1 do in these assays?
HOP-92: 103; SK-MEL-5: 95; LOX IMVI: 104; A549/ATCC: 103; CCRF-CEM: 109; M14: 96

Entries listed so far that have a halogen (6):
What do the screens show for `COC(=O)C(=CC(Br)C(Br)c1ccccc1)C(=O)OC` (stereo not drawn)?
HOP-62: 103; SK-MEL-5: 112; LOX IMVI: 100; A549/ATCC: 98; CCRF-CEM: 103; M14: 97; EKVX: 120

What do the screens show for `C=CCOc1c(Cl)c(Cl)c(Cl)c(Cl)c1Cl`?
HOP-92: 109; HOP-62: 102; SK-MEL-5: 101; LOX IMVI: 95; A549/ATCC: 94; M14: 103; EKVX: 106

Results for Clc1ccc(/C=C2\CCCC3C2=Nc2ccccc2NC3c2ccc(Cl)cc2)cc1 (stereo not drawn) ?
HOP-92: 61; HOP-62: 122; SK-MEL-5: 89; LOX IMVI: -28*; A549/ATCC: 79; CCRF-CEM: 76; M14: 29; EKVX: 89

How did COc1ccc(Cc2nn(CC(=O)N/N=C/c3ccc(F)cc3)c(=O)c3c(C)noc23)cc1 do in these assays?
HOP-92: -21*; HOP-62: -53*; SK-MEL-5: 82; LOX IMVI: 29; A549/ATCC: 14; CCRF-CEM: 70; M14: 51; EKVX: 30

What do the screens show for `CC1=NNC(=O)/C1=C/c1ccccc1Cl`?
HOP-92: 96; HOP-62: 110; SK-MEL-5: 102; LOX IMVI: 104; A549/ATCC: 106; M14: 105; EKVX: 105

Results for COc1ccc(CCNC(=O)C(Cl)Cl)cc1 ?
HOP-92: 113; HOP-62: 101; SK-MEL-5: 100; LOX IMVI: 97; A549/ATCC: 101; CCRF-CEM: 111; M14: 105; EKVX: 103

The main list resumes, starting 2 compounds before the break.
How did CCOC(=O)C1=CC(=O)CC(C)(C)O1 do in these assays?
HOP-92: 97&94; HOP-62: 107&109; SK-MEL-5: 112; LOX IMVI: 107&103; A549/ATCC: 82&119; CCRF-CEM: 104&90; M14: 112&100; EKVX: 126&104

How did CCCCN(CCO)C(=O)c1ccc([N+](=O)[O-])cc1 do in these assays?
HOP-92: 103; SK-MEL-5: 95; LOX IMVI: 104; A549/ATCC: 103; CCRF-CEM: 109; M14: 96

Results for O=C(/C=C/c1ccc(O)cc1)OCCCc1ccc(O)cc1 ?
HOP-92: 100; HOP-62: 90; LOX IMVI: 97; A549/ATCC: 89; CCRF-CEM: 35; M14: 101; EKVX: 91

How did CCCN1C2CCC1/C(=C\c1ccc(C)cc1)C(=O)/C2=C/c1ccc(C)cc1 do in these assays?
HOP-62: 98; SK-MEL-5: 94; LOX IMVI: 90; A549/ATCC: 76; CCRF-CEM: 70; M14: 88; EKVX: 90

Results for CN(C)C=C1C(=O)c2ccccc2C1=O ?
HOP-62: 90; SK-MEL-5: 90; LOX IMVI: 101; M14: 75

How did COc1ccc(C2C(C(=O)Nc3ccc(F)cc3)=C(C)NC3=C2C(=O)CC(C)(C)C3)cc1 (stereo not drawn) do in these assays?
HOP-62: 95; SK-MEL-5: 97; LOX IMVI: 96; A549/ATCC: 97; CCRF-CEM: 93; M14: 103

Results for CN(C)c1ccc(-c2nc3ccccc3s2)cc1 ?
HOP-92: 78; HOP-62: 89; SK-MEL-5: 93; LOX IMVI: 86; A549/ATCC: 96; CCRF-CEM: 94; M14: 92; EKVX: 90

How did O=c1c(OCc2cn(Cc3ccc(F)cc3)nn2)c(-c2ccc(O)cc2)oc2cc(OCc3cn(Cc4ccc(F)cc4)nn3)cc(O)c12 do in these assays?
HOP-92: 44; HOP-62: 85; SK-MEL-5: 55; LOX IMVI: 58; A549/ATCC: 65; CCRF-CEM: 61; M14: 56; EKVX: 87

Results for COc1cc(/C=C/C(=O)c2c(C)nc3ccccc3c2/C=C/c2ccc(C)cc2)cc(OC)c1OC ?
HOP-92: 70; HOP-62: 29; SK-MEL-5: 26; LOX IMVI: -23*; A549/ATCC: 73; CCRF-CEM: 5.3*; M14: 24; EKVX: 35

Results for COc1cc(-c2nc3ccc(-c4nnc(SCC(=O)Nc5ccc(C(C)=O)cc5)o4)cc3[nH]2)cc(OC)c1OC ?
HOP-92: 92; HOP-62: 99; SK-MEL-5: 102; LOX IMVI: 108; A549/ATCC: 100; CCRF-CEM: 104; M14: 105; EKVX: 94

Results for CCCCCCCCCC1OC(C)CC(C)(C)O1 (stereo not drawn) ?
HOP-92: 89; HOP-62: 106; SK-MEL-5: 105; LOX IMVI: 105; A549/ATCC: 108; CCRF-CEM: 99; M14: 107; EKVX: 107

Results for CC1CCC(NC(=O)N(CCCl)N=O)CC1 (stereo not drawn) ?
HOP-62: 119; SK-MEL-5: 89; LOX IMVI: 98; A549/ATCC: 95; CCRF-CEM: 119; M14: 102; EKVX: 104

Results for O=C1c2cccc3cccc(c23)C(=O)N1C/C=C/c1ccc2c3c(cccc13)C(=O)N(CCO)C2=O ?
HOP-92: 2.5*; HOP-62: 71; SK-MEL-5: 90; LOX IMVI: 87; A549/ATCC: 81; CCRF-CEM: 83; M14: 88; EKVX: 91

How did O=C1CC(c2ccccc2)n2cnc3ncnc(c32)S1 (stereo not drawn) do in these assays?
HOP-92: 79; HOP-62: 105; SK-MEL-5: 99; LOX IMVI: 97; A549/ATCC: 107; CCRF-CEM: 94; M14: 95

How did c1ccc(Nc2nnc(-c3cccnc3)o2)cc1 do in these assays?
HOP-92: 90; HOP-62: 91; SK-MEL-5: 101; LOX IMVI: 100; A549/ATCC: 95; CCRF-CEM: 100; M14: 107; EKVX: 95

How did CCOC(=O)C1NC(C(=O)OCC)C(=O)C1=O (stereo not drawn) do in these assays?
HOP-92: 92; HOP-62: 76; SK-MEL-5: 104; LOX IMVI: 95; A549/ATCC: 79; CCRF-CEM: 100; M14: 101; EKVX: 95

What do the screens show for `Nc1c(Br)cc2c(c1Br)C(=O)c1ccccc1C2=O`?
HOP-92: 59; HOP-62: 97; SK-MEL-5: 101; LOX IMVI: 95; A549/ATCC: 114; CCRF-CEM: 100; M14: 106; EKVX: 90

How did O=C(Cc1ccc(/C=C/C(=O)c2ncc[nH]2)cc1)Nc1cc(F)c(F)c(F)c1 do in these assays?
HOP-92: 116; HOP-62: 91; SK-MEL-5: 98; LOX IMVI: -3.1*; A549/ATCC: 71; CCRF-CEM: 20; M14: 85; EKVX: 93

How did NC(=O)C1COc2ccccc2O1 (stereo not drawn) do in these assays?
HOP-92: 95; HOP-62: 94; SK-MEL-5: 102; LOX IMVI: 97; A549/ATCC: 89; CCRF-CEM: 100; M14: 96; EKVX: 101

How did O=C1c2cccc3c(-c4ccccc4F)ccc(c23)C(=O)N1c1nc2ccccc2s1 do in these assays?
HOP-92: 49; HOP-62: 102; SK-MEL-5: 67; LOX IMVI: 79; A549/ATCC: 102; CCRF-CEM: 59; M14: 87; EKVX: 87

What do the screens show for `c1cnc(NCCSSCCNc2ncccn2)nc1`?
HOP-92: 88&74; HOP-62: 99&107; SK-MEL-5: 105&99; LOX IMVI: 97&99; A549/ATCC: 100&101; CCRF-CEM: 94&96; M14: 102&99

Results for Cn1ccnc1C(=O)/C=C/c1ccc(NC(=O)c2c(F)c(F)c(F)c(F)c2F)cc1 ?
HOP-92: 123; HOP-62: 120; SK-MEL-5: 91; LOX IMVI: 82; A549/ATCC: 101; CCRF-CEM: 86; EKVX: 100

Results for CC1NC(=O)COC1c1ccccc1 (stereo not drawn) ?
HOP-92: 86; HOP-62: 102; SK-MEL-5: 101; LOX IMVI: 100; A549/ATCC: 106; CCRF-CEM: 86; M14: 104; EKVX: 145

What do the screens show for `CC[C@H](C)[C@@H]1NC(=O)[C@@H]([C@@H](C)CC)NC(=O)CC(=O)[C@H](C)[C@H](/C=C(\C)C[C@H](C)C/C(C)=C/c2cnco2)OC1=O`?
HOP-92: 96; HOP-62: 93; SK-MEL-5: 96; LOX IMVI: 91; A549/ATCC: 87; CCRF-CEM: 95; M14: 89; EKVX: 92

What do the screens show for `C=CC(=O)N1CCN(c2cccc(Oc3nccc(Nc4nnc(-c5ccccc5)s4)n3)c2)CC1`?
HOP-92: 123; HOP-62: 101; SK-MEL-5: 98; LOX IMVI: 100; A549/ATCC: 102; CCRF-CEM: 105; M14: 106; EKVX: 98

Results for OCc1cc(Cl)cc(Cl)c1O ?
HOP-92: 110; HOP-62: 97; SK-MEL-5: 102; LOX IMVI: 97; A549/ATCC: 118; CCRF-CEM: 97; M14: 108; EKVX: 96

What do the screens show for `Cc1cc2c(cc1C)-n1c(C)cc(=O)n1C(c1ccc3c(c1)OCO3)N2` (stereo not drawn)?
HOP-92: 88; HOP-62: 106; SK-MEL-5: 102; LOX IMVI: 104; A549/ATCC: 98; CCRF-CEM: 95; M14: 116

How did COc1cc(C2CC(c3c(C)[n+]([O-])c4ccc(F)cc4[n+]3[O-])=NN2)cc(OC)c1OC (stereo not drawn) do in these assays?
HOP-92: 80; HOP-62: 108; SK-MEL-5: 87; LOX IMVI: 89; CCRF-CEM: 90; M14: 105; EKVX: 92

How did CC[C@H](CC[C@@H](C)[C@H]1CC[C@H]2[C@@H]3CC=C4C[C@@H](O)CC[C@]4(C)[C@H]3CC[C@]12C)C(C)C do in these assays?
HOP-92: 84; HOP-62: 101&108; SK-MEL-5: 105&95; LOX IMVI: 101&93; A549/ATCC: 102; CCRF-CEM: 98&91; M14: 106&103; EKVX: 107&102

How did CN=C(NCCCOC)c1ccc(NC(=O)c2ccc(C(=O)Nc3ccc(C(=NC)NCCCOC)cc3)cc2)cc1 do in these assays?
HOP-92: 111; HOP-62: 88; SK-MEL-5: 99; LOX IMVI: 121; A549/ATCC: 121; CCRF-CEM: 106; M14: 91; EKVX: 96

Results for CC(=O)Nc1ccc(Br)cc1C ?
HOP-92: 82; HOP-62: 101; SK-MEL-5: 113; LOX IMVI: 101; A549/ATCC: 101; CCRF-CEM: 100; M14: 103; EKVX: 106

How did Cc1ccc2oc(=O)c(/C=C(\O)c3ccc(Cl)cc3)nc2c1 do in these assays?
HOP-62: 114; SK-MEL-5: 102; LOX IMVI: 100; A549/ATCC: 93; CCRF-CEM: 66; M14: 109; EKVX: 107

How did Cc1c(CO)[n+](=O)c2ccccc2n1[O-] do in these assays?
HOP-92: 133; HOP-62: 113; SK-MEL-5: 117; LOX IMVI: 99; A549/ATCC: 104; CCRF-CEM: 100; M14: 107; EKVX: 95

How did O=C(c1ccc(Cl)cc1)c1ccc(Cl)cc1 do in these assays?
HOP-92: 101; HOP-62: 99; SK-MEL-5: 96; LOX IMVI: 103; CCRF-CEM: 89; M14: 114; EKVX: 108

How did C=CCc1cc(C)ccc1O do in these assays?
HOP-62: 104; SK-MEL-5: 113; LOX IMVI: 104; A549/ATCC: 107; M14: 110; EKVX: 97

Results for Cc1ccc(N(C(=O)CCc2c[nH]c3ccccc23)[C@H](C(=O)Nc2cccc([N+](=O)[O-])c2)c2cccc([N+](=O)[O-])c2)cc1 ?
HOP-92: 77; HOP-62: 92; SK-MEL-5: 87; LOX IMVI: 69; A549/ATCC: 85; CCRF-CEM: 68; M14: 98; EKVX: 95

How did Cn1cc(-c2nnc(N)nc2-c2c[nH]c3ccc(F)cc23)c2cccnc21 do in these assays?
HOP-92: 93; HOP-62: 49; SK-MEL-5: 21; A549/ATCC: 48; CCRF-CEM: 48; M14: 22; EKVX: 62

Outcome played no part in choosing rows; about 12% have a hit in one of these screens.
